Screening results from PubChem BioAssay.
Bcl-B displacement – displacers of TR3 peptide from Bcl-B, primary screen, selectivity assay for Bfl-1 inhibitor project, biochemical, fluorescence polarization. displacement, % at 20 µM; hits with a dose series show IC50 in µM. hit rate 0.11% among 96,000. FP displacement of FITC-TR3 peptide from Bcl-B; higher % means a stronger effect. AID 748;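 active = displacement above 50% at 20 µM plus a fluorescence interference ratio under 1.5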;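 note: plate controls were wells without compound for no effect and wells lacking Bcl-B protein for full effect; a part of the inactive calls stands beside numbers as strong as those of hits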
MRP reversal – compounds reversing MRP-mediated drug resistance | H69AR cells + 2 uM doxorubicin, CellTiter-Glo, 72 h | differential viability (reversal), % at 10 µM | hit rate 0.04% among 85,000;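 active = viability drop by adding the cancer drug above about 55%, with treated viability meeting a 40% cutoff, limit read from the data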;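 note: viability without doxorubicin minus viability with 2 µM doxorubicin for each compound; larger differential means the compound sensitizes cells more to doxorubicin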
MRP reversal cytotoxicity – also measured in MRP reversal; calls as there; viability, %; H69AR cells, CellTiter-Glo, 72 h; measured here: cytotoxicity without doxorubicin
MRP reversal with doxorubicin – also measured in MRP reversal; calls as there; viability, %; measured here: viability with 2 uM doxorubicin; hits give low values
Active calls of the source: *; x = not tested or not shown. Some of the compounds tested; rates above refer to the full screens.

Abbreviations – A = Bcl-B displacement; B = MRP reversal; C = MRP reversal cytotoxicity; D = MRP reversal with doxorubicin
> CCN(CC)C(=O)n1nc(C)c(CN2C(=O)c3ccccc3C2=O)c1C
  A: x	B: 17.8	C: 94.1	D: 76.3

> CCCCNC(=O)CSc1nc2n[nH]c(C)c2c(=N)n1-c1cccc(Cl)c1C
  A: x	B: -13.7	C: 15.5	D: 29.2

> COc1cccc(-c2nnc(NC(=O)c3ccccc3Br)o2)c1
  A: x	B: -23.8	C: 34.4	D: 58.2

> CCN1C(=O)c2ccc(-c3nc4ccccc4c(=O)o3)cc2C1=O
  A: x	B: -34.2	C: 57.4	D: 91.6

> COc1ccccc1N1C(=O)C2ON(c3ccccc3)C(c3ccc(N(C)C)cc3)C2C1=O (centres undefined)
  A: x	B: -48.7	C: 10.6	D: 59.3

> O=C(Cn1ncc2c(=O)oc3ccccc3c21)N(Cc1ccco1)C1CCCCC1
  A: x	B: -0.3	C: 87.8	D: 88.1

> Cc1c(C(=O)NCc2cccnc2)sc2nc(-c3ccccc3)cn12
  A: x	B: 21.6	C: 102.9	D: 81.3

> O=C(CSc1ccc2nnc(-c3cccs3)n2n1)N1CCOCC1
  A: x	B: -2.9	C: 79.2	D: 82.1

> CCOC(=O)c1nn(-c2ccc(OC)cc2)c(=O)c2c(NC(=O)c3ccco3)scc12
  A: x	B: 6.9	C: 90.0	D: 83.1

> CC1=C(C#N)c2nc(N)c(C#N)c(C)c2/C1=C\c1ccccc1
  A: x	B: 0.2	C: 1.6	D: 1.4

> CCn1c(=O)c2c3c(sc2n2c(SCc4ccc(F)cc4)nnc12)CCCC3
  A: x	B: -6.6	C: 15.6	D: 22.2

> c1ccn2c(CNc3ncnc4sccc34)nnc2c1
  A: x	B: -2.8	C: 87.1	D: 89.8

> O=C(CCC1CC(=O)Nc2ccccc21)NCc1cccnc1 (centres undefined)
  A: x	B: 5.8	C: 99.8	D: 94.0

> Cc1cc(-c2ccccc2)nc2cc(C(=O)NCCCn3ccnc3)nn12
  A: x	B: -26.5	C: 42.6	D: 69.1

> CC1=C(c2ccc(Cl)cc2)[N+](=O)C(C)(C)N1[O-]
  A: x	B: -3.1	C: 92.0	D: 95.2

In another format: four of the compounds above.
smiles: Cc1c(C(=O)NCc2cccnc2)sc2nc(-c3ccccc3)cn12
  Bcl-B displacement: x	MRP reversal: 21.6	MRP reversal cytotoxicity: 102.9	MRP reversal with doxorubicin: 81.3

smiles: O=C(CSc1ccc2nnc(-c3cccs3)n2n1)N1CCOCC1
  Bcl-B displacement: x	MRP reversal: -2.9	MRP reversal cytotoxicity: 79.2	MRP reversal with doxorubicin: 82.1

smiles: CCOC(=O)c1nn(-c2ccc(OC)cc2)c(=O)c2c(NC(=O)c3ccco3)scc12
  Bcl-B displacement: x	MRP reversal: 6.9	MRP reversal cytotoxicity: 90.0	MRP reversal with doxorubicin: 83.1

smiles: CC1=C(C#N)c2nc(N)c(C#N)c(C)c2/C1=C\c1ccccc1
  Bcl-B displacement: x	MRP reversal: 0.2	MRP reversal cytotoxicity: 1.6	MRP reversal with doxorubicin: 1.4

Some of these compounds in order of SMILES length, smallest number first:
Abbreviations – A = Bcl-B displacement; B = MRP reversal; C = MRP reversal cytotoxicity; D = MRP reversal with doxorubicin
> Cc1cc(-c2ccccc2)nc2cc(C(=O)NCCCn3ccnc3)nn12
  A: x	B: -26.5	C: 42.6	D: 69.1

> O=C(Cn1ncc2c(=O)oc3ccccc3c21)N(Cc1ccco1)C1CCCCC1
  A: x	B: -0.3	C: 87.8	D: 88.1

> CCCCNC(=O)CSc1nc2n[nH]c(C)c2c(=N)n1-c1cccc(Cl)c1C
  A: x	B: -13.7	C: 15.5	D: 29.2

(cont.)
Abbreviations – A = Bcl-B displacement; B = MRP reversal; C = MRP reversal cytotoxicity; D = MRP reversal with doxorubicin
> CC1CCN(C2CC(=O)N(c3ccc(Br)cc3Br)C2=O)CC1 (centres undefined)
  A: x	B: -14.7	C: 81.0	D: 95.6

> Cc1csc(=O)n1CC(=O)OCc1cccc2ccccc12
  A: x	B: 12.4	C: 89.9	D: 77.5

> O=S(=O)(c1ccc(Br)cc1)N1CCCN(Cc2ccccc2F)CC1
  A: x	B: 21.8	C: 79.0	D: 57.2

> CC(=O)Nc1nnc(SCc2cccc(F)c2)s1
  A: x	B: -3.8	C: 95.9	D: 99.7

> CC(=O)Oc1ccc(C(=O)Nc2cccc(C(=O)c3ccc(C)c(C)c3)c2)cc1
  A: -4.0%	B: x	C: x	D: x

> COc1cccc(C(c2c(C)[nH]n(-c3ccccc3)c2=O)c2c(C)[nH]n(-c3ccccc3)c2=O)c1O
  A: -4.7%	B: x	C: x	D: x

> Cc1ncsc1CCOC(=O)c1cccc([N+](=O)[O-])c1
  A: 0.4%	B: x	C: x	D: x

> CCCCc1ccc(N=N/C(C(=O)Nc2ccc(NC(C)=O)cc2OC)=C(/C)O)cc1
  A: -5.6%	B: x	C: x	D: x

> COc1ccc(C2C(=O)c3ccccc3C2=Nc2ccc(Br)cc2)cc1 (centres undefined)
  A: -8.3%	B: x	C: x	D: x
